miR122 inh – miR-122 inhibition in Huh7 cells | Huh7 miR-122 Renilla luciferase sensor, 48 h; neutral wells = 0, positive control = 100 | activation (reporter increase), % at 12.5 µM | actives 0.3% (n = 340,000);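 active means mean replicate activation score at least 90 and every replicate individually at or above 90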;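 further: higher luciferase means less miR-122 activity so hits act as miR-122 inhibitors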
* = called active by the depositor.

miR122 inh	SMILES
-2	CCOC(=O)c1cnn(-c2ccc(Cl)cc2)c1C1CCN(C(=O)OC(C)(C)C)CC1
-2	CCOC(=O)C1=C(C)N(c2ccc(C)c(C)c2)C(=O)/C1=C\c1ccco1
-2	Cc1cc(C)n(C(=O)CNC(=O)COc2ccccc2)n1
-3	CC(=O)c1c(COC(=O)c2ccncc2)nc2ccccc2[n+]1[O-]
-4	CC(=O)Nc1cccc(C(=O)/C=C/c2cccs2)c1
-9	O=C(Nc1cccnc1)C1(c2ccc(Cl)cc2)CCCC1
-3	Cc1c(C(=O)O)sc2ncnc(N3CCCCC3C)c12 (configuration not stated)
3	CC(Sc1nc(-c2ccccc2)cc(C(F)(F)F)n1)C(=O)NCc1ccco1 (configuration not stated)
2	CCCS(=O)(=O)c1nc(S(=O)(=O)c2ccc(C)cc2)c(NCCN2CCOCC2)s1
-18	COc1ccc(Cn2nnnc2C(c2cc3cccc(C)c3[nH]c2=O)N2CCOCC2)cc1 (configuration not stated)
-1	COc1ccc(-n2c(=O)cc(N3CCCCCC3)[nH]c2=O)cc1
-8	Cc1ccc(CN(c2ccc(C(=O)NCc3ccccn3)cc2)S(C)(=O)=O)cc1
-1	O=C(Cn1nnc(-c2cccs2)n1)NCCc1ccccc1
35	Cc1ccsc1C(=O)OCC(=O)Nc1c(Cl)cccc1C(F)(F)F
2	Cc1ccc(/C=C/C2=NN(Cc3ccccc3Cl)C(=O)CC2)cc1
-1	O=C(C1CC1)N(Cc1ccco1)c1nc(-c2ccccc2)cs1
-5	CC12CCC(=O)N1C(C(=O)Nc1cccc3ccccc13)CS2 (configuration not stated)
-3	CCOC(=O)C(NC(C)=O)(Nc1ccc(S(=O)(=O)Nc2onc(C)c2C)cc1)C(F)(F)F (configuration not stated)
0	CC(C)(C)n1ncc2c(=O)n(CC(=O)c3ccc(Cl)cc3)cnc21
-5	COc1cc(C2N(c3ccc(Cl)c(Cl)c3)C(=O)C3CCCN32)cc(OC)c1OC (configuration not stated)

Entries from the list above that contain an NH in an aromatic ring:
miR122 inh	SMILES
-18	COc1ccc(Cn2nnnc2C(c2cc3cccc(C)c3[nH]c2=O)N2CCOCC2)cc1 (configuration not stated)
-1	COc1ccc(-n2c(=O)cc(N3CCCCCC3)[nH]c2=O)cc1

Next compounds follow:
miR122 inh	SMILES
8	COc1ccc(C(C2C(=O)CC(C)(C)CC2=O)C2C(=O)CC(C)(C)CC2=O)cc1COCC(F)(F)F
-7	CCC(C)NC(=O)CSC1=Nc2ccccc2C2=NC(CC(=O)NCc3ccccc3)C(=O)N12 (configuration not stated)
6	Cc1ccccc1OCC(=O)NCC1CCCO1 (configuration not stated)
-4	CCOn1c(SCC)nc2ccccc2c1=O
26	Cn1cc(C(=O)N/N=C/C(Br)=C\c2ccccc2)ccc1=O
0	O=c1c2ccccc2c(-c2ccc(F)cc2)nn1-c1ccc(C(F)(F)F)cc1
-3	COc1ccc(-c2cc(C(=O)OCC(=O)N(C)C)c3ccccc3n2)cc1
-5	COc1ccc(C(=O)/C=C/c2ccccc2C(F)(F)F)cc1
-6	C=CCN=C(C)C1=C(O)C(C)OC1=O (configuration not stated)
5	COc1ccc2[nH]c(C)c(CCN(Cc3cccs3)C(=S)Nc3cccc(F)c3)c2c1
-6	O=C(Nc1ccc(S(=O)(=O)Nc2nccc(C3Cc4ccccc4C(=O)O3)n2)cc1)c1ccccc1 (configuration not stated)
-13	CCCCNc1ccc(S(=O)(=O)c2cccc([N+](=O)[O-])c2)cc1[N+](=O)[O-]
5	O=C(NCCc1c[nH]c2ccccc12)c1ccc(S(=O)(=O)NCc2ccco2)cc1
7	COc1ccc(CCn2c3c(c(=O)[nH]c2=O)C(NC(=O)c2cccs2)(C(F)(F)F)C(=O)N3)cc1OC (configuration not stated)
49	Cc1cc(S(=O)(=O)NC2CCCC2)ccc1F
-5	CC(=O)c1c(C)[nH]c(C(=O)Nc2cccnc2)c1C
1	CCC(C)OC(=O)n1ccc(C(=O)Nc2nccs2)n1 (configuration not stated)
21	O=S(=O)(NCc1ccccc1)c1ccc(S(=O)(=O)N(Cc2cccs2)CC2CCCO2)cc1 (configuration not stated)
-1	COc1cc(/C=C2/SC(=O)N(Cc3ccccc3)C2=O)ccc1OCc1ccncc1
6	Cc1ccc(C)c(N2CCN(C(c3ccc(N(C)C)cc3)c3nnnn3C(C)(C)C)CC2)c1 (configuration not stated)
-1	Cc1noc(NS(=O)(=O)c2ccc(NC(=O)CSc3n[nH]c(-c4ccccc4)n3)cc2)c1C
22	COc1ccc(C(c2nnnn2C2CCCC2)N2CCC(C)CC2)c(OC)c1 (configuration not stated)
-1	CC(=O)Nc1ccc(N2C(=O)CCC2=O)cc1C
-7	CCCCCn1c(CN2CCN(c3cccc(Cl)c3)CC2)nc2c1c(=O)n(C)c(=O)n2C
-2	CC1CN(C(=O)C2CCCCC2)C(C)CN1C(=O)C1CCCCC1 (configuration not stated)
-5	CCCCn1c(SCC(=O)N2CCN(c3ccccc3)CC2)nc2ccsc2c1=O
3	Cc1ccccc1Cn1ccc(-c2ccc(Cl)cc2)c(C#N)c1=O
25	CCOC(=O)c1ccccc1NC(=O)Cn1c(-c2nonc2N)nc2ccccc21
-8	O=C(Nc1nc(-c2ccc(S(=O)(=O)N3CCCC3)cc2)cs1)C1COc2ccccc2O1 (configuration not stated)
-6	C=CCNC(=O)c1cc(Cl)ccc1[N+](=O)[O-]
-4	COc1ccc(NC(=O)c2cc3n(n2)C(C(F)(F)F)CC(c2ccco2)N3)cc1 (configuration not stated)
3	Cc1cc(=O)n2[nH]c(C(=O)O)nc2n1
-1	Cc1ccn(C(CC(=O)c2ccc(Br)cc2)C(=O)O)n1 (configuration not stated)
-4	COc1ccc(Cn2nnnc2C(c2ccc(C)cc2)N2CCN(C3CCCC3)CC2)cc1 (configuration not stated)
2	Cc1onc(-c2ccccc2Cl)c1C(=O)Nc1ccc(F)c(F)c1
2	COc1ccc(CN(Cc2ccco2)S(=O)(=O)c2ccc(S(=O)(=O)N3CCCC3)cc2)cc1
-4	Cc1onc(-c2c(F)cccc2Cl)c1C(=O)N1C=CC(C(F)(F)F)=NCC1
-5	CN(Cc1c(O)ccc2c1oc(=O)c1ccccc12)C1CCCCC1
6	c1cc(CNc2ccc(N3CCOCC3)cc2)ccn1
-3	CC1(C)CC(C2N3CC4(C)CN2CC(C)(C3)C4=O)CCO1 (configuration not stated)
5	Cc1ccc(CN2C(=O)CCC2C(=O)NCC2CCCO2)cc1 (configuration not stated)
3	Cc1cccc(NC(=S)NC(=O)/C=C/c2ccco2)n1
1	C=CCc1ccccc1OCC(O)CN1CCN(c2ccc(OC)cc2)CC1 (configuration not stated)
2	CC(=O)c1cccc(NC(=S)NC(=O)C(C)C)c1
-1	COc1ccc(CC(=O)OC(C)CN2CCCC2)cc1 (configuration not stated)
8	CCC(C)N(C)Cc1cccc(C2(O)CCN(S(=O)(=O)c3ccc(F)cc3)CC2)c1 (configuration not stated)
0	O=C(O)c1cccnc1SCC(=O)N1CCCCCC1
-21	COc1ccccc1CC(=O)N(CCC#N)CCC#N
1	O=C(O)c1ccccc1SC1CC(=O)N(C2CCCCC2)C1=O (configuration not stated)
10	CC(=O)c1cccc(NS(=O)(=O)N2CCCCC2)c1
2	O=C(C1CCCN(S(=O)(=O)c2cccc3nsnc23)C1)N1CC=C(c2ccccc2)CC1 (configuration not stated)
4	COc1cccc(C2/C(=C(/O)c3ccccc3)C(=O)C(=O)N2CCCC(=O)O)c1 (configuration not stated)
-13	CCNC(=O)C/C(C)=N/NC(=O)C12CC3CC(CC(C3)C1)C2
-3	O=C1c2cccc3cc(Br)cc(c23)C(=O)N1Nc1ccc(Br)cc1
0	Cc1ccccc1NC(=O)c1c(-c2ccccc2)noc1C
8	Cc1ccccc1-c1nc2sc(-c3ccccc3)cc2c(=O)o1
6	CCOC(=O)c1c(CN2CCCCC2C)oc2ccc(OC)cc12 (configuration not stated)
-3	CC(C)CC(C(=O)NCc1ccccn1)N1C(=O)c2ccccc2C1=O (configuration not stated)
0	COc1cc2c(cc1OC)C(c1ccccc1O)N(C1CC(=O)N(c3ccccc3)C1=O)CC2 (configuration not stated)
31	COc1cc(C)nc(NS(=O)(=O)c2ccc(C)cc2)n1

3 entries from above, in markdown.
| Compound | miR122 inh |
| --- | --- |
| CCCS(=O)(=O)c1nc(S(=O)(=O)c2ccc(C)cc2)c(NCCN2CCOCC2)s1 | 2 |
| Cc1ccc(/C=C/C2=NN(Cc3ccccc3Cl)C(=O)CC2)cc1 | 2 |
| COc1ccc(CN(Cc2ccco2)S(=O)(=O)c2ccc(S(=O)(=O)N3CCCC3)cc2)cc1 | 2 |

Next compounds.
miR122 inh	SMILES
-15	COc1cc2[nH]c3c(N4CCN(c5ccc(Cl)cc5)CC4)ncnc3c2cc1OC
-3	Cn1c(CSCc2ccc(Cl)cc2)nnc1SCC(=O)Nc1nc2ccccc2s1
-5	CCc1ccc(N2CC(C(=O)OCC(=O)Nc3cc(C)on3)CC2=O)cc1 (configuration not stated)
3	CSc1nnc(N(CCC#N)CCC#N)s1
121*	CCCCCOC(=O)c1[nH]c2c(c1C)C(=O)CC(c1ccco1)C2 (configuration not stated)
0	O=C(O)CC(NC(=O)C(c1ccccc1)c1ccccc1)c1ccco1 (configuration not stated)
2	Fc1cc(F)cc(-c2oncc2-c2nnnn2-c2ccccc2)c1
-6	O=C(CN1CCCCCC1)Nc1cccc2c1OCO2
13	O=C(/C=C/Nc1ccc(F)cc1F)c1cccs1
-1	CN1C(=O)CC(N2CCN(c3ccccn3)CC2)C1=O (configuration not stated)
-2	CC1=C(C(=O)Nc2cccnc2)C(c2ccc3c(c2)OCO3)C2=C(CCCC2=O)N1 (configuration not stated)
3	CCCn1c(N)c(Sc2ccccc2)c(=O)n(CCC)c1=O
4	CCCC(=O)Nc1ccc(NC(=O)c2ccccc2OC)cn1
2	CCN(CC)S(=O)(=O)c1ccc2nc(SC)sc2c1
-9	c1ccc2c(c1)C(=Nn1cnnc1)c1ccccc1-2
1	Cc1nn(-c2ccccc2)c(C)c1NC(=O)c1ccc(S(=O)(=O)N2CCCC2)cc1
-4	Cc1ccc(NC(=O)CC2C(=O)N(Cc3ccccc3)C(=S)N2NC(=O)c2cccc(F)c2)c(C)c1 (configuration not stated)
1	CCOC(=O)c1oc2ccccc2c1CSc1nnnn1-c1ccc(C)cc1
6	Cn1cccc1C(=S)N1CCOCC1
12	O=C(Nc1ccccc1C(=O)O)c1ccc2ccccc2n1

6 compounds out of the list, sorted by molecular weight, ascending.
miR122 inh	SMILES
6	Cn1cccc1C(=S)N1CCOCC1
-9	c1ccc2c(c1)C(=Nn1cnnc1)c1ccccc1-2
12	O=C(Nc1ccccc1C(=O)O)c1ccc2ccccc2n1
121*	CCCCCOC(=O)c1[nH]c2c(c1C)C(=O)CC(c1ccco1)C2 (configuration not stated)
1	CCOC(=O)c1oc2ccccc2c1CSc1nnnn1-c1ccc(C)cc1
-3	Cn1c(CSCc2ccc(Cl)cc2)nnc1SCC(=O)Nc1nc2ccccc2s1

(list continues)
miR122 inh	SMILES
5	Cn1c(CNC(=O)C(C)(C)C)nc2ccccc21
-4	CCSc1nnc(NC(=O)COc2ccc3ccccc3c2)s1
7	CCOC(=O)c1sc2ccc(S(=O)(=O)N3CCCCC3)cc2c1N
-1	Cc1cc(OCC(O)CN2CCN(CCO)CC2)ccc1C(C)C (configuration not stated)
17	CCCCCOC(=O)Cn1c(=O)c2c(nc(N3CCOCC3)n2C)n(C)c1=O
-4	CC1=C(C(=O)OCC(C)C)C(c2cccc(F)c2)N2C(=O)C(C)SC2=N1 (configuration not stated)
-2	Cc1ccc(OCC(=O)Nc2ccc(-c3nc4ncccc4o3)cc2)c(C)c1
121*	COc1cc(S(=O)(=O)NC2CCCCC2)ccc1Cl
10	COc1cc(-c2noc(-c3ccco3)n2)cc(OC)c1OC
-4	O=C(c1ccncc1)N1CCN(C(=O)c2cccc3ccccc23)CC1
5	Cn1nc(CC(=O)Nc2ccc3c(c2)CCC3)c2ccccc2c1=O
-2	Cc1ccc(C)c(C(=O)CN2C(=O)CCC2=O)c1
15	CC(C)OC(=O)C1=C(N)N2C(=O)CSC2=C(C(=O)OC(C)C)C1
3	CCOC(=O)C(=CNc1cc(C)nn1-c1ccc(C)cc1)C(=O)OCC
-6	Cc1cc(C)n2[nH]c(=O)c(N=Nc3ccccc3)c2n1
-5	CCCn1c(=O)[nH]c(=O)c2c1nc(-c1ccccc1OC(F)F)n2CCOC
-4	CCS(=O)(=O)N1CCCC(C(=O)NC2CCCC2)C1 (configuration not stated)
2	COC(=O)c1cccc(NS(C)(=O)=O)c1C

Screening results (PubChem BioAssay)

Only part of the results is shown; rates above refer to the full screens.
